# Assay outcomes (PubChem BioAssay)
# PLCb3 inh: human PLC-beta3 inhibitors, primary screen, biochemical, fluorescence; 1-phosphatidylinositol 4,5-bisphosphate phosphodiesterase beta-3 (Homo sapiens), Q01970; Purified PLC-beta3, fluorogenic substrate; inhibition, % at 12.2 µM; 370,000 tested, 0.18% active; AID 720704, 2013; in the data active = inhibition above about 11%;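 note: 0% = median of compound wells on plate and 100% = full blocker control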
# GAA850 FXN act: FXN promoter activators, primary screen, cell-based, luciferase luminescence, HEK293 lucGAA850; HEK293 lucGAA850 FXN promoter luciferase reporter, 24 h; percent of 10 µM SAHA response; activation, % at 6 µM; 360,000 tested, 0.56% active;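 active = activation above the average of all compounds screened plus 3 SD, cutoff fixed separately per campaign, cut at about 7.5% in these data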;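 note: 0% = DMSO wells and 100% = 10 µM SAHA wells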
# PG9 Ab binder: binders of HIV-1 gp120 antibody PG9, primary screen, biochemical, TR-FRET; HIV-1 gp120 / PG9 antibody interaction; TR-FRET gp120-PG9 antibody binding; inhibition, % at 6.7 µM; 360,000 tested, 0.43% active; in the data active = inhibition above about 8.5%
# NR1D1 modulator: modulators of Rev-erb alpha DNA binding, primary screen, biochemical, FITC-DNA, fluorescence polarization, uHTS. Rev-erbα–FITC-DNA binding, 90 min. activity, % at 10 µM. 370,000 tested, 0.79% active. AID 1259318, 2017;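 active = activity above about 14%, limit read from the data; passing the limit was not always enough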;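 note: 0% = DMSO wells with 35 nM protein and 100% = DMSO wells with 750 nM protein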
# Target sequence (P20393 whole entry, looked up): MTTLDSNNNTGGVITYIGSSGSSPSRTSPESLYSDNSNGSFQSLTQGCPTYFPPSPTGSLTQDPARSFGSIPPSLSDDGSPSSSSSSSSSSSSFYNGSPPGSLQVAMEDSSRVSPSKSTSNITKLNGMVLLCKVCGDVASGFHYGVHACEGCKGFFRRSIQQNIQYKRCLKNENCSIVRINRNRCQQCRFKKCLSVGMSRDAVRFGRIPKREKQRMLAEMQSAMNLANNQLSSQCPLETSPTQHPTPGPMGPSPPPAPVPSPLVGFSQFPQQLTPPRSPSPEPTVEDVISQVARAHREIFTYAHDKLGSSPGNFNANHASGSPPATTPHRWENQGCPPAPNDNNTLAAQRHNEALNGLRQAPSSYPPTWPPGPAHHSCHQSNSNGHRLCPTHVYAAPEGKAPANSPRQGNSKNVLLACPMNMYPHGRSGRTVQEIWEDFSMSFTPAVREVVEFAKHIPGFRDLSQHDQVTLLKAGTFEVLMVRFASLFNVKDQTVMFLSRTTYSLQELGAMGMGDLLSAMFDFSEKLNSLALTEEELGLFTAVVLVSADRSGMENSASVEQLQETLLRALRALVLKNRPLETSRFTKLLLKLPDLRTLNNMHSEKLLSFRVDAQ
# DAX1 inh-1: DAX1 (NR0B1) inhibitors, primary screen, cell-based, HEK293, Gal4-DAX1, luciferase luminescence; HEK293 Gal4-DAX1 luciferase reporter; AID 504766, 2011; 340,000 tested, 0.99% active; inhibition, % at 6.75 µM;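 active = inhibition above the mean over all tested compounds plus 3 SD, cut at about 4.2% in these data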;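 note: 0% = DAX1-transfected cells with DMSO and 100% = empty-vector control cells with DMSO; inhibition shows as a rise in luminescence from relieved DAX1 repression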
# Target sequence (P51843 207-470 limits assumed): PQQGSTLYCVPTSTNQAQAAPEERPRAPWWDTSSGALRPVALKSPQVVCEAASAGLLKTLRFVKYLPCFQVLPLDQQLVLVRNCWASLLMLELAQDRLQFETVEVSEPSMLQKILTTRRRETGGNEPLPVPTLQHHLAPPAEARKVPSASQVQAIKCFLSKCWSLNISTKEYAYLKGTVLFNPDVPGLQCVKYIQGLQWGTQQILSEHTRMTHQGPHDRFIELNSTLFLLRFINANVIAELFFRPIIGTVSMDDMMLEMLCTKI
# DAX1 inh-2: DAX1 (NR0B1) inhibitors on StAR promoter, primary screen, cell-based, luminescence, SF-1 (NR5A1), full-length DAX-1 | HEK293T StAR-luciferase reporter, SF-1/DAX-1 repression relief | 370,000 tested, 1.1% active | inhibition, % at 6.8 µM | AID 652010, 2013;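 active = inhibition above the mean over all tested compounds plus 3 SD, cut at about 3.6% in these data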;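 note: 0% = DAX-1 cells with DMSO and 100% = cells lacking DAX-1 with DMSO; higher inhibition means more luminescence from relief of DAX-1 repression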
# hcDAF-12 act: H. contortus DAF-12 nuclear receptor activators, primary screen, cell-based, luminescence, HEK293, lit1-tk-luc reporter; HEK293 hcDAF-12 lit1-tk-luc reporter; 0% DMSO, 100% Δ7-dafachronic acid; activation, % at 6.8 µM; 370,000 tested, 1.4% active; AID 652067, 2013;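 active = activation above the mean of all tested compounds plus 3 SD, cut at about 5.5% in these data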;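 note: 100% = response to 3 µM Δ7-dafachronic acid high control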
# SMARCA2 act: SMARCA2 (BRM) function activators, primary screen, cell-based, luminescence, high throughput; 370,000 tested, 1% active; AID 652017, 2013; activation, % at 9.1 µM; MG213 cells, MMTV-luciferase reporter, dexamethasone, overnight; in the data active = activation above about 7.8%;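 note: 0% = vehicle wells and 100% = reference activator wells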
# sPLA2-III inh: human group III sPLA2 inhibitors, primary screen, biochemical, QFRET, BODIPY PC-A2 liposome substrate; Group 3 secretory phospholipase A2 (Homo sapiens), Q9NZ20; QFRET BODIPY PC-A2 liposome hydrolysis, fluorescence; inhibition, % at 12.2 µM; 370,000 tested, 0.56% active; AID 743126, 2013;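 active = inhibition above mean plus 3 SD of compounds lying within the high and low control bounds, cut at about 19% in these data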;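 note: 0% = median of test compound wells and 100% = no enzyme DMSO wells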
# hgDAF-12 ag: H. glycines DAF-12 receptor agonists, primary screen, cell-based, luminescence, HEK293, GAL4 fusion, UAS-luciferase; Nuclear hormone receptor DAF-12 (Heterodera glycines), GAL4 fusion; HEK293 GAL4-hgDAF12 UAS-luciferase reporter, agonist luminescence; normalized to butyrate control; activation, % at 6.8 µM; 370,000 tested, 1.8% active; AID 687014, 2013;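 active = activation above a cutoff set at the mean of all screened compounds plus 3 SD, cut at about 10% in these data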;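 note: 0% = DMSO wells and 100% = sodium butyrate wells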
# ssDAF-12 act: S. stercoralis DAF-12 nuclear receptor activators, primary screen, cell-based, luminescence, HEK293, GRIP1 co-expression, lit1-tk-luc; activation, % at 6.8 µM; Nuclear hormone receptor DAF-12 (Strongyloides stercoralis); AID 652126, 2013; HEK293 ssDAF-12/GRIP1 lit1-tk-luc reporter; % of 3 µM dafachronic acid response; 370,000 tested, 1% active;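 active = activation above the mean over all tested compounds plus 3 SD, cut at about 0.9% in these data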;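 note: 0% = DMSO-only wells and 100% = 3 µM delta7-dafachronic acid wells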
# An asterisk follows results filed as active; i = inactive; / = no result given.
canonical_smiles,PLCb3 inh,GAA850 FXN act,PG9 Ab binder,NR1D1 modulator,DAX1 inh-1,DAX1 inh-2,hcDAF-12 act,SMARCA2 act,sPLA2-III inh,hgDAF-12 ag,ssDAF-12 act
COc1cc2c(C#N)c(N3CCN(C)CC3)nc(N)c2c(N)n1,i,0.3,0.8,-28,2.4,-0.5,-0.9,1,3,0.5,-1.4
CCOc1cccc(CN2CCCC(N3CCN(c4cccc(Cl)c4)CC3)C2)c1O (configuration not stated),3,1.7,-2.4,-3,4.2,-0.9,-0.3,0,-4,-1.0,-1.5
CC(C)CN(C(=O)COC(=O)c1nc(Cl)ccc1Cl)c1c(N)n(Cc2ccccc2)c(=O)[nH]c1=O,-1,-0.9,-1.5,2,0.9,-0.8,0.5,1,0,-2.1,-0.7
COc1cnn(-c2ccc(C)cc2)c(=O)c1Br,-2,3.4,1.0,-1,1.1,0.8,2.0,5,-6,6.2,-0.7
COc1cc(C(=O)OCC(=O)NCc2ccc(F)cc2)ccc1OCC(C)C,-8,-0.2,7.8,9,0.2,0.4,0.3,-1,3,0.1,-0.4
CC1CCN(c2ccc(NC(=O)C3CCCN3S(=O)(=O)c3ccc(F)cc3)cc2)CC1 (configuration not stated),-7,-1.7,0.8,-7,-1.3,-4.2,-3.2,-4,16,-2.3,-2.2
Cc1ccc2[nH]c3c(N4CCN(Cc5ccc6c(c5)OCO6)CC4)ncnc3c2c1,-23,/,1.8,/,/,-1.2,0.8,-5,3,-3.6,-0.7
C/C=C\C=C/C(=O)Nc1cccc(C2=NOC3(C2)C[C@@H](C(N)=O)N(C(=O)COc2ccc(Cl)cc2)C3)c1 (some centres not stated),-3,-1.9,-0.8,6,0.0,-0.4,-0.7,2,-19,1.3,-1.1
CC(C)[C@H](NC(N)=O)C(=O)Nc1cccc([N+](=O)[O-])c1,4,1.0,-2.0,3,-0.3,-1.0,-0.8,1,-1,3.2,-1.5
COc1ccccc1CCNC(=O)C1CCC(=O)N(C2CCCCCC2)C1 (configuration not stated),-7,3.5,-1.3,4,-0.4,-2.7,-0.4,-2,-3,0.1,-0.9
CCOC(=O)c1ccccc1OC(=O)NNc1ccccc1,3,1.6,0.3,5,-0.8,2.9,0.4,-2,0,0.6,-1.2
Cc1nn(CC(=O)NCCCN2CCOCC2)c(C)c1[N+](=O)[O-],0,-0.1,-1.0,-3,-0.3,1.0,-2.6,-2,0,-2.0,0.6
O=C(CSc1nnc(-c2ccco2)n1-c1ccc(Cl)cc1)Nc1cccc2ccccc12,-6,/,/,2,/,-0.5,-0.9,-7,-7,-3.0,-1.0
COc1ccc(-c2c[n+]3c4n2CCCCC4=C(c2ccc(Br)cc2)C3)cc1,-183,1.0,-1.4,-3,-1.2,-0.5,-0.7,0,14,-0.9,-0.3
CCN(CC)CCNC(=O)c1ccc(Cl)c(S(=O)(=O)N2CCCCCC2)c1,1,-3.8,0.3,-5,-0.6,-1.1,0.2,-1,-9,-2.2,-0.9
CN(C)C(=O)c1c(C(F)(F)F)nn(C)c1Cl,-2,2.2,-0.1,0,0.8,0.7,2.6,-1,1,-0.7,-1.2
CCC1CCc2c(sc3ncnc(N4CCOCC4)c23)C1 (configuration not stated),-3,-0.4,-0.5,1,0.8,-0.5,-0.8,3,5,-1.8,-1.6
COc1ccc2[nH]c3c(c2c1)CCN1C(=O)C(CC(=O)NCCCn2ccnc2)C[C@H](C(=O)N2CCCCC2)[C@@]31CCc1ccccc1 (some centres not stated),1,2.1,-1.0,1,-0.8,0.4,0.8,-5,-10,-2.5,-1.5
C/C(=N/O)c1cc(C(C)(C)C)c(O)c(C(C)(C)C)c1,-1,5.4,1.4,3,0.2,1.7,1.1,-3,-5,3.5,-1.4
CCOc1ccc(C(=O)OC2CCCN(C)C2)cc1 (configuration not stated),-2,2.3,0.2,-2,0.1,0.5,0.5,4,4,2.3,-0.9
CCOc1ccc(S(=O)(=O)/N=C(/Nc2ccc(S(N)(=O)=O)cc2)c2ccccc2)cc1,-6,-0.7,-1.7,2,0.0,-0.4,-1.3,3,-20,-3.8,-1.3
Cc1cc(C(=O)Nc2cccnc2Cl)on1,3,-0.6,-0.6,1,0.0,-0.2,-0.9,-1,-2,-0.7,-0.3
CN(C)S(=O)(=O)CC12CCC(CC1=O)C2(C)C (configuration not stated),0,0.9,2.2,0,-0.2,0.3,0.8,-2,7,1.9,-0.6
COC(=O)c1ccc(NC(=O)CSc2nnc(C)n2CC2CCCO2)cc1 (configuration not stated),-1,0.2,2.3,9,-0.7,-0.8,-0.4,-2,-1,3.6,-1.4
Cn1c(SCc2nc3ccccc3c(=O)[nH]2)nc2ccccc21,-8,1.4,-2.2,-2,-0.3,-0.1,0.8,-1,8,6.9,-0.4
Cc1ccc(S(=O)(=O)NCCC2=CCCCC2)cc1C(N)=O,-4,-1.8,-1.3,2,-2.0,-6.4,-3.8,-4,-2,-3.4,-1.6
COc1ccc(CCC(=O)N2CCN(C(=O)c3ccccc3)CC2)cc1,-6,0.2,1.1,3,-1.2,-0.1,-0.9,-2,5,-0.2,-1.2
CSc1ccc(CN2CCC(N3CCC(C(=O)NC4CC4)CC3)CC2)cc1,4,-2.7,-0.9,-3,0.7,-0.7,-1.9,-1,-2,-4.4,-1.1
O=C(NN1C(=O)C2C3C=CC(C3)C2C1=O)c1cccc(Cl)c1 (configuration not stated),5,0.2,0.3,-2,-1.2,0.9,0.7,-1,5,1.2,0.3
O=C1CCC/C(=N/NC(=O)c2sc3ccccc3c2Cl)C1,-274,6.2,-3.6,0,1.1,1.4,5.3,0,-65,-0.5,0.0

# Record cards (already shown).
# COc1ccc(-c2c[n+]3c4n2CCCCC4=C(c2ccc(Br)cc2)C3)cc1 reads PLCb3 inh = -183; GAA850 FXN act = 1.0; PG9 Ab binder = -1.4; NR1D1 modulator = -3; DAX1 inh-1 = -1.2; DAX1 inh-2 = -0.5; hcDAF-12 act = -0.7; SMARCA2 act = 0; sPLA2-III inh = 14; hgDAF-12 ag = -0.9; ssDAF-12 act = -0.3
# COc1cc(C(=O)OCC(=O)NCc2ccc(F)cc2)ccc1OCC(C)C reads PLCb3 inh = -8; GAA850 FXN act = -0.2; PG9 Ab binder = 7.8; NR1D1 modulator = 9; DAX1 inh-1 = 0.2; DAX1 inh-2 = 0.4; hcDAF-12 act = 0.3; SMARCA2 act = -1; sPLA2-III inh = 3; hgDAF-12 ag = 0.1; ssDAF-12 act = -0.4

# Continuation.
canonical_smiles,PLCb3 inh,GAA850 FXN act,PG9 Ab binder,NR1D1 modulator,DAX1 inh-1,DAX1 inh-2,hcDAF-12 act,SMARCA2 act,sPLA2-III inh,hgDAF-12 ag,ssDAF-12 act
Cc1onc(-c2ccccc2Cl)c1C(=O)Nc1cccc(S(=O)(=O)N2CCOCC2)c1,-3,0.0,1.1,-4,0.6,0.8,-2.0,-2,-5,-1.1,-1.2
Cc1csc(NC(=O)c2ccc(Cl)cc2[N+](=O)[O-])n1,2,2.9,-0.3,-6,0.8,1.3,1.1,5,-3,14*,0.2
CCN1CCN(c2ccc(S(=O)(=O)N3CCCCC3)cc2NC(=O)c2ccc(OC(F)F)cc2)CC1,-2,1.1,0.1,2,-0.9,0.6,-1.4,-2,-21,4.3,-1.2
COCCCNC(=O)c1c(N)n(-c2cccc(S(N)(=O)=O)c2)c2nc3ccccc3nc12,i,-2.4,2.3,2,-0.1,-1.1,0.0,1,-24,-0.1,-0.8
COc1ccccc1CN1CCNC(=O)C1CC(=O)NCCCN1CCCC1=O (configuration not stated),-14,1.7,-0.5,0,-0.6,0.8,-1.4,0,9,-1.0,-1.1
COc1ccc(CNC2CCC23CCCCC3)cc1OC (configuration not stated),4,/,/,3,/,/,-1.5,/,8,-0.7,-1.7
O=C(CSc1ccccc1)NCCc1ccc(F)cc1,-2,1.6,-1.7,5,0.6,-0.5,-1.1,5,5,2.1,-1.1
Cc1cc(=O)n(CC(C)C)c(O)c1C#N,-22,1.2,0.4,3,0.1,0.3,-1.4,2,-9,-0.4,-0.7
O=C(Cn1cc2c(n1)CCCC2)Nc1cc(-c2cccc(Cl)c2)no1,-8,2.1,-1.7,10,1.6,1.7,-0.5,-1,-13,0.2,-1.3
CCc1ncc(C(O)c2ccc(Cl)cc2)n1Cc1ccccc1 (configuration not stated),-1,0.0,1.3,0,-1.0,-3.1,-2.1,-8,8,-4.8,-1.2
COC(=O)c1ccccc1NC(=O)CN1CCC(C)CC1,-6,1.2,0.1,3,1.7,-0.5,-2.9,-3,-1,2.8,-1.8
CC(C)C(NC(=O)C1CCC(C(C)(C)C)CC1)C(=O)NCCCN1CCCCC1 (configuration not stated),1,-1.2,1.2,-1,2.4,0.3,-0.1,-2,15,2.7,-0.7
C[C@@H]1C[C@H](O)c2cc(Cl)ccc2N1,-25,-0.5,-0.7,0,-0.2,0.8,1.0,1,-5,1.6,-0.5
C=C(C)C1CC=C(C)/C(=N\NC(=S)Nc2ccc(C)cc2)C1 (configuration not stated),2,1.6,-2.7,-2,-0.4,0.1,-1.2,-1,10,2.9,-0.8
CCOc1ccc(OCC)c(NC(=O)c2[nH]c(C)c(C(C)=O)c2C)c1,-1,2.2,16*,59*,-0.6,0.2,-0.1,-4,14,0.4,-0.7
Cn1c(=O)c2c(n3cnnc13)-c1ccccc1CC21CCCC1,-42,-1.1,-2.5,1,-2.3,-1.5,-2.8,-3,0,-3.3,-2.1
CCc1nn(C(CC)C(=O)NCc2cccc(OC)c2)c(=O)c2cc3occc3n12 (configuration not stated),-14,-1.2,2.6,3,-0.1,-0.2,-1.1,-3,-4,-1.1,-1.3
CCc1nnc(NC(=O)C2Cc3ccccc3C(=O)O2)s1 (configuration not stated),-6,0.1,0.8,-3,0.8,0.6,0.1,-4,10,-2.0,-1.0
CCCn1c(SCC(=O)Nc2cccc(NC(C)=O)c2)nnc1C(C)C,4,-0.2,0.0,-2,-0.4,0.1,-1.2,-1,10,-1.3,-0.8
COc1cc(OC)c(-c2nn3c(-c4ccco4)nnc3s2)cc1OC,-168,1.4,0.5,-20,-2.2,-1.8,-2.0,-1,5,-4.8,-1.6
N#CC1=C(N)OC2=C(C(=O)CCC2)C1c1ccncc1 (configuration not stated),2,-1.0,1.0,-1,0.0,-0.1,-0.1,1,2,0.5,-1.7
